Screens (PubChem BioAssay)
Rin1 Abl inh – inhibitors of human Rin1-Abl protein interaction. P00519+Q13671. TR-FRET Rin1/Abl binding, biochemical. inhibition, % at 7.35 µM. actives 0.4% (n = 360,000). AID 588664; in the data active = inhibition above about 5%, passing the limit was not always enough
CendR NRP1 mod – NRP-1/CendR interaction modulation | FAM-RPARPAR peptide binding to NRP-1, fluorescence polarization | inhibition, % at 25 µM | actives 0.85% (n = 360,000);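 active = inhibition or corrected inhibition above about 18%, plus a signal ratio from 0.5 to 1.5, limit read from the data, passing the limit was not always enough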; also: strong numbers were not always called active
FAS TE block – FAS thioesterase (human) inhibition. recombinant FAS-TE, OMFH fluorogenic substrate, fluorescence endpoint. actives 0.67% (n = 360,000). AID 602261. P49327. inhibition, % at 15 µM;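 active = compounds whose normalised, plate-corrected inhibition of enzyme fluorescence in the single-dose primary screen is 50% or more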;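 also: 0% = DMSO with enzyme and 100% = substrate without enzyme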
E coli Lon inh – inhibitors of E. coli Lon protease; P0A9M0; purified E. coli Lon protease, fluorescence polarization; inhibition, % at 7.94 µM; actives 0.42% (n = 360,000); AID 602123; in the data active = inhibition above about 13%, passing the limit was not always enough;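 also: 0% = enzyme with probe and DMSO and 100% = no enzyme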
MT1-MMP act inh – blocks activation of human MT1-MMP | actives 0.061% (n = 360,000) | AID 651647 | HT1080 RFP-PRO-GFP cells, GFP/RFP ratio fluorescence, overnight; percent of plate control window, DMSO zero | GFP/RFP ratio change, % at 20 µM | P50281;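 active = GFP/RFP ratio change of at least 30% with cell ATP level not reduced by more than half and red fluorescence within 50% of control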; also: strong numbers were not always called active
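Read-out: GFP/RFP fluorescence ratio; Test system: RFP-PRO-GFP reporter HT1080 cells; Compound dosing: single-point 20 µM compound, 1% DMSO; Times: overnight compound exposure at 37 °C.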
MsrA inhibitor – inhibitors of bovine MsrA; purified bovine MsrA, absorbance read-out; inhibition, % at 15.5 µM; actives 0.75% (n = 360,000); AID 651718; in the data active = inhibition above about 4.5%;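 also: 0% = vehicle wells with enzyme and 100% = reference inhibitor wells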
bovine MsrA act – activators of bovine methionine sulfoxide reductase A | purified bovine MsrA, absorbance read-out | activation, % at 10.6 µM | actives 0.3% (n = 360,000); in the data active = activation above about 7.5%;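 also: 0% = vehicle and 100% = reference activator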
Neddylation inh – cullin neddylation inhibition | AID 651699 | P61081+Q13564 | TR-FRET cullin neddylation, biochemical | calls only at 25 µM | actives 0.58% (n = 360,000); in the data active = inhibition above about 36%
Target sequence (P61081 whole entry, looked up): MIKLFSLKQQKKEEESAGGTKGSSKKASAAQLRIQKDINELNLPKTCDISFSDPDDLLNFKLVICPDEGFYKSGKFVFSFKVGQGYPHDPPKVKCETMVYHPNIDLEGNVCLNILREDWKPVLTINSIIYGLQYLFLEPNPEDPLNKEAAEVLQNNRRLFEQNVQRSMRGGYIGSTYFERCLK
Target sequence (Q13564 whole entry, looked up): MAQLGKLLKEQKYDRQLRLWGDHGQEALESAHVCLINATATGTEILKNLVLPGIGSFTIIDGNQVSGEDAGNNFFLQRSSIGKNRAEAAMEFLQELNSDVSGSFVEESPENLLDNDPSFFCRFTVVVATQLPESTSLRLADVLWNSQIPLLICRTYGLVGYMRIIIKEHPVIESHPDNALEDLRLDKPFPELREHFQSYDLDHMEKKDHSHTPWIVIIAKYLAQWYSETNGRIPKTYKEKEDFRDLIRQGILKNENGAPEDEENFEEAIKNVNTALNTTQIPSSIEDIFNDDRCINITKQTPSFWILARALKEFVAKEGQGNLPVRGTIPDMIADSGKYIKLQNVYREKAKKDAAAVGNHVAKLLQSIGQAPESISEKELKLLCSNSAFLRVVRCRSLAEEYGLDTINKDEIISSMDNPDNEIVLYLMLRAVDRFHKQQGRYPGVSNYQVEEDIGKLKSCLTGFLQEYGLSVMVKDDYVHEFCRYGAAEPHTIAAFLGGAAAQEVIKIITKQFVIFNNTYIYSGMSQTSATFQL
SKN-1 block – blocks SKN-1 activity in C. elegans | C. elegans VP596 Pgst-4::GFP/RFP ratio, acrylamide-induced, 24 h | inhibition, % at 21.8 µM | actives 0.49% (n = 360,000) | AID 624304;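 active = interference check ratio from 0.5 to 1.5 plus GFP to RFP signal ratio inhibition reaching or exceeding a fixed threshold, cut at about 30% in these data, passing the limit was not always enough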; also: some compounds called inactive have numbers as strong as hits
* = called active by the depositor; i = inactive; nt = not tested or not shown; + = active, no number. Compounds were not picked by outcome; about 4.2% have a hit in one of these screens.

SMILES	Rin1 Abl inh	CendR NRP1 mod	FAS TE block	E coli Lon inh	MT1-MMP act inh	MsrA inhibitor	bovine MsrA act	Neddylation inh	SKN-1 block
Cc1ccc(Oc2nc(CN3CCOCC3)nc3sc4c(c23)CCC(C)C4)cc1C (centres undefined)	-0.9	-4.2	15.8	9.6	-7.8	-0.5	-2.6	i	0.6
Cn1c(Cn2c(=O)sc3ccccc32)nnc1SCC(=O)N1CCc2ccccc21	-0.2	-4.3	-3.6	-1.9	-2.8	1.0	-2.1	i	3.4
Cc1ccc(CN(Cc2ccc(C)o2)C(=S)NCC(=O)O)cc1	-2.2	-13.7	-12.2	-2.9	1.5	-0.8	-7.5	i	7.0
CC[C@]12c3[nH]c4cc(-c5ccco5)ccc4c3CCN1C(=O)[C@@H](CC(=O)NCCc1ccccn1)C[C@@H]2C(=O)N1CCN(C(=O)c2ccco2)CC1	-1.7	-11.8	-3.5	-9.5	-2.9	3.3	-0.8	nt	16.5
Cc1cc(/C=N/NC(=O)CC2(C)OCCO2)c(C)n1-c1cc(Cl)cc(Cl)c1	-2.0	-9.7	0.0	-8.5	-2.2	2.8	-1.0	i	3.3
COC(=O)COc1ccsc1C(=O)OC	2.9	6.8	-11.4	-10.4	2.1	-1.0	-5.5	i	-4.6
CCCCn1c(N)c(N(C)C(=O)c2ccc(-n3cccn3)cc2)c(=O)[nH]c1=O	1.9	5.8	-8.1	-8.0	-3.1	1.0	-2.5	i	-2.3
COc1ccc(C2(c3ccc(OC)cc3)NC(=O)NC2=O)cc1	4.8	-2.3	-5.8	-0.6	-0.6	-0.2	2.7	i	-8.1
Brc1cccc(-c2nnc3n2CCC3)c1	2.1	19.3	-5.9	10.8	2.0	-0.6	-2.7	i	1.4
CSc1ccccc1C(=O)N1CCC(n2nccc2NC(=O)C(C)(C)C)CC1	1.0	0.6	-4.9	-2.7	-1.8	0.3	-3.9	i	4.2
O=C(O)c1ccc(-c2cccc([N+](=O)[O-])c2)o1	-3.4	-6.1	2.8	-3.2	2.1	0.6	-7.0	i	1.2
FC(F)(F)c1ccccc1Cc1c(-c2ccc(Cl)cc2)nc2ccc(Br)cn12	-6.3	-8.2	45.2	-7.8	-3.5	1.5	-0.8	i	33.2
Cc1cc(=O)oc2cc(OCC(=O)N3CCN(C(=O)C4COc5ccccc5O4)CC3)ccc12 (centres undefined)	0.5	-0.4	-0.4	-4.3	2.1	0.5	-4.4	i	3.8
CSC(C1CCCC1)n1nnc2ccccc21 (centres undefined)	2.8	17.2	0.2	2.6	2.0	0.9	-0.9	i	1.2
COc1ccc(C=O)cc1CSc1nnc(COc2cccc3cccnc23)o1	0.0	-3.7	7.5	-4.7	3.7	-0.9	-2.4	i	11.9
Cc1ccc(C(=O)Nc2nc(-c3cc(Cl)sc3Cl)cs2)cc1	1.1	-3.0	28.8	-8.3	-12.6	0.5	7.5	i	34.7
Cc1ccc(-n2ncc3c(=O)[nH]c(SC(C)C)nc32)cc1	-1.1	-3.4	-0.9	-1.7	-1.3	-0.5	-0.6	i	-2.8
COc1cc2c(cc1OC)CN(C(=O)c1ccc3[nH]c(C)c(C)c3c1)CC2	-0.7	3.3	2.1	-1.3	-4.6	-1.0	-3.6	i	-1.2
Cc1nn(C)cc1CN(C)C(=O)c1nn2c(c1Cl)NC(c1cccs1)CC2C(F)(F)F (centres undefined)	0.4	-5.1	-11.1	0.0	3.6	-0.3	-11.7	i	-3.5
CCOc1ccc(CNC(=O)C2CCCN(S(=O)(=O)N3CCC(C)CC3)C2)cc1OC (centres undefined)	-2.6	-2.3	-9.5	-4.1	0.1	1.4	1.4	i	3.2
CCn1c(COc2ccc3c(c2)CCCC3)nnc1SCC(=O)Nc1nccs1	-0.7	2.0	-1.7	-6.7	8.1	1.2	-0.4	i	-10.0
CCn1c(SCC(=O)Nc2cccc(C)c2)nc2nc3c(cc2c1=O)COC(C)(C)C3	7.5*	-17.5	9.0	-5.8	-4.5	0.2	-3.3	i	3.9
CCOC(=O)CSc1nnc(Cc2cc(=O)[nH]c(=O)[nH]2)n1-c1ccc(Cl)cc1	2.5	-1.6	-3.7	15.2*	-3.0	nt	-7.1	i	-12.7
CC(CN1CCCCC1)NC(=O)c1cccs1 (centres undefined)	-0.9	3.1	-1.9	-9.6	-0.1	-0.2	-3.5	i	14.3
C=CCOc1ccc(/C=N/NC(=O)C(C)Sc2ccccn2)cc1OC (centres undefined)	1.4	10.1	-3.5	-0.3	1.0	0.5	-2.3	i	4.7
Cc1cc(NC(=O)CCC(=O)N(c2ccc(C)c(F)c2)C(C(=O)NC2CCCC2)c2ccco2)no1 (centres undefined)	5.8	2.6	10.0	6.2	-5.2	-0.9	-11.6	i	-8.0
O=C1CCNCCN1[C@H](CO)Cc1ccccc1	4.6	13.1	-10.3	-9.9	-0.2	0.3	0.7	i	11.0
O=S(=O)(Nc1ccc(-c2nc3ccccc3o2)cc1)c1ccccc1	-2.9	-14.1	14.6	7.9	11.1	3.0	-4.4	+	13.7
CCc1ccccc1NC(=O)Nn1cnnc1	2.9	8.9	-11.3	-2.9	2.0	0.6	-3.7	i	-15.9
CSc1nc(N)nc2c1ncn2CC(=O)NCc1ccccc1	-1.2	5.5	-9.4	-17.3	5.0	-0.6	-2.0	i	9.5
CC1CN(S(=O)(=O)c2cccc(C(=O)N(CCc3ccccc3)Cc3ccccc3)c2)CC(C)O1 (centres undefined)	-0.1	-10.4	20.9	-3.8	-3.6	nt	-1.3	i	-0.6
COc1ccc(S(=O)(=O)n2cnc3cc(C)c(C)cc32)cc1	0.9	4.1	-7.7	-2.1	8.4	-0.5	-5.2	i	-1.9
O=c1cc(-c2ccsc2)oc2ccccc12	0.4	-0.8	-7.9	7.2	-1.3	1.5	-1.3	i	9.2
CC(=O)Nc1ccc(N=Cc2c(O)c3ccccc3oc2=O)cc1	-1.2	-4.6	-3.0	-4.1	-12.2	-1.1	-3.2	nt	-3.7
O=C(CN1CCN(S(=O)(=O)c2ccc3ccccc3c2)CC1)N1CCc2ccccc2C1	-1.0	2.0	15.0	-0.1	1.9	0.2	-0.1	i	14.0
CSCCC(NC(=O)c1ccccc1)C(=O)O (centres undefined)	0.0	-1.0	-3.3	1.5	-7.3	-1.6	-0.9	i	4.1
O=C1Cc2cccc3cccc1c23	0.3	5.1	-4.9	-2.1	-3.0	1.6	-1.6	nt	1.9
CCCN(CC(=O)Nc1ccc(C(N)=O)cc1)CC(=O)Nc1cc(Cl)ccc1Cl	1.1	3.0	6.4	-6.0	-1.0	-1.4	-5.4	i	-11.5
COc1ccc(S(=O)(=O)N(CC(=O)N2CCOCC2)c2ccc(F)cc2)cc1OC	-1.0	-10.2	-3.8	5.9	-2.4	0.4	-2.8	i	-2.3
COc1ccc(C2C(O)C(c3c[nH]c4ccccc34)=NN2C(=O)CCl)cc1 (centres undefined)	1.5	-8.6	1.7	-13.9	-37.1	1.4	-9.1	i	-11.2
CSc1nnc(-c2cc3c(s2)-c2ccccc2CC3)o1	-0.9	-4.9	15.9	-1.4	-9.1	1.2	-1.9	nt	12.2
O=C(NCCCc1ccccc1)c1ccncc1	-1.9	-1.3	-3.8	-10.6	5.6	1.0	-0.1	i	24.0
Cc1ccc(NC(=O)CNCc2cccs2)c(Br)c1	0.5	13.2	8.0	-3.0	4.2	2.7	-0.1	i	4.6
Cc1cc(OCC(=O)NCc2ccncc2)ccc1Cl	-4.6	-7.2	-7.9	-1.4	3.7	-0.2	-3.2	i	-9.2
CC1CCN(C(=O)c2[nH]cnc2C(=O)N(C)Cc2ccccc2)CC1	-0.7	4.0	-11.6	3.2	1.7	-0.5	-1.9	i	-3.4
O=C(CSc1cccc2cccnc12)N/N=C/c1ccncc1	-0.1	2.0	-6.3	-8.0	1.5	1.2	-8.5	i	4.7
CC(=O)Nc1ccc(Sc2ncccc2C(=O)Nc2cc(Cl)cc(Cl)c2)cn1	1.6	1.8	2.1	-6.3	-0.5	0.7	-1.7	i	7.2
COc1ccccc1OCC(=O)OCc1cc(-c2ccco2)on1	0.0	2.8	0.3	1.3	-3.3	-1.1	-2.5	i	-4.6
CC(C)(/C=N/NC(=O)CSCc1ccc(Cl)cc1)CCC#N	1.3	-0.4	1.0	-3.8	-0.9	-0.3	-6.3	i	27.8
Cc1onc(-c2ccccc2Cl)c1C(=O)Nc1ccc2c(c1)OCO2	1.4	-6.0	1.3	1.3	-1.0	0.8	0.3	i	10.5
Cc1cccn2c(=O)c(/C=C(\C#N)C(=O)NC3CCS(=O)(=O)C3)c(N3CC(C)OC(C)C3)nc12 (centres undefined)	-4.9	-5.2	-4.3	-0.3	-1.1	1.9	-3.1	nt	-12.9
O=C(O)c1cccc(NC(=S)NC(=O)c2ccc(-c3ccc(Cl)cc3)o2)c1	1.1	-47.0	35.7	-5.2	13.5	0.7	-10.1	i	4.1
O=C(O)C1C2C=CC(C2)C1C(=O)NC1CCN(Cc2ccccc2)CC1 (centres undefined)	-4.3	-11.4	-9.7	1.2	7.0	0.1	0.7	i	-16.6
CCN(CC1CCCO1)C(=O)c1cc(COc2cc(C)c(Cl)c(C)c2)on1 (centres undefined)	-2.7	-14.9	16.5	-4.1	-2.7	0.9	-1.8	i	13.9
Cc1ccc(-n2c(SCC(=O)N3CC(=O)Nc4ccccc43)nc3ccccc3c2=O)cc1C	0.8	-2.7	38.3	1.2	-3.7	-0.5	-4.4	i	10.9
O=C(NCC1COc2ccccc2O1)C1CCN(S(=O)(=O)c2ccccc2)CC1 (centres undefined)	1.0	-2.8	4.5	-9.0	2.6	0.0	-2.6	i	-13.6
Cc1ccc(COc2ccc(/C=N/NC(=O)c3nnn(-c4nonc4N)c3COc3ccc(F)cc3)cc2)cc1	-2.0	5.1	7.4	-1.2	1.3	-0.5	-3.5	nt	-7.3
CC1CCCCN1CCCNc1ccc(C(CC(N)=O)NC(=O)Cc2ccc(Br)cc2)cc1[N+](=O)[O-] (centres undefined)	-5.6	4.3	2.8	-5.3	7.2	-0.4	0.6	i	11.4
CCOc1ccc(C(=O)NC(C(=O)NCC(c2cccs2)N(C)C)C(C)C)cc1 (centres undefined)	0.5	7.5	-6.5	-2.0	-4.1	2.1	-6.3	i	5.0
COc1ccc(C(=O)NC(CC(C)C)C(=O)O)cc1 (centres undefined)	-2.1	4.8	-7.1	-1.6	0.2	0.5	-0.7	i	22.1
CCOC(=O)N1CCN(CCC(=O)c2ccc(OC)cc2)CC1	-1.2	8.4	-4.2	-5.6	-0.1	-0.3	-5.6	i	-0.3

Full records, quoted from the list. Screens in order: Rin1 Abl inh | CendR NRP1 mod | FAS TE block | E coli Lon inh | MT1-MMP act inh | MsrA inhibitor | bovine MsrA act | Neddylation inh | SKN-1 block
`Cc1ccc(-n2c(SCC(=O)N3CC(=O)Nc4ccccc43)nc3ccccc3c2=O)cc1C` across the screens: 0.8 | -2.7 | 38.3 | 1.2 | -3.7 | -0.5 | -4.4 | i | 10.9
`CC1CCCCN1CCCNc1ccc(C(CC(N)=O)NC(=O)Cc2ccc(Br)cc2)cc1[N+](=O)[O-]` (centres undefined) across the screens: -5.6 | 4.3 | 2.8 | -5.3 | 7.2 | -0.4 | 0.6 | i | 11.4
`Cc1ccc(COc2ccc(/C=N/NC(=O)c3nnn(-c4nonc4N)c3COc3ccc(F)cc3)cc2)cc1` across the screens: -2.0 | 5.1 | 7.4 | -1.2 | 1.3 | -0.5 | -3.5 | nt | -7.3
`O=C(NCC1COc2ccccc2O1)C1CCN(S(=O)(=O)c2ccccc2)CC1` (centres undefined) across the screens: 1.0 | -2.8 | 4.5 | -9.0 | 2.6 | 0.0 | -2.6 | i | -13.6
`CCOC(=O)N1CCN(CCC(=O)c2ccc(OC)cc2)CC1` across the screens: -1.2 | 8.4 | -4.2 | -5.6 | -0.1 | -0.3 | -5.6 | i | -0.3
